Hck-Nef inh – inhibitors of human Hck kinase activated by Nef | Recombinant Hck-YEEI plus Nef, Z-Lyte FRET kinase assay | inhibition, % at 20 µM | 220,000 compounds, 0.68% hits;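 active means Hck-Nef kinase inhibition above about 50%, limit read from the data; inactive means inhibition below that limit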;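 further: 0% = DMSO with Hck plus Nef and 100% = Hck alone without Nef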
L929 necroptosis – blocks zVAD induced death of L929 cells; viability rescue, % at 10 µM; 220,000 compounds, 0.38% hits; L929 zVAD necroptosis rescue, ATP luminescence, 24 h; with zVAD 60 µM;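 active means activation, scaled between plate controls, above about 75%, limit read from the data; inactive means activation under that limit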;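 further: 0% = zVAD with DMSO and 100% = DMSO alone without zVAD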
TbHK1 inh – T. brucei hexokinase 1 inhibition. recombinant TbHK1, G6PDH-coupled NADH A340. inhibition, % at 10 µM. 220,000 compounds, 0.11% hits;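 active means inhibition of 50% or more in the single-dose primary screen; inactive means inhibition below 50%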
NCF1 inh – p47phox (human) inhibition; p47phox/p22phox peptide binding, fluorescence polarization, 2 h; inhibition, % at 24.7 µM; 220,000 compounds, 0.53% hits; AID 1274;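 active means inhibition above about 30%, limit read from the data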;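 further: 0% = p47phox with labelled peptide and 100% = labelled peptide alone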
Runt-SMMHC FRET – Runt domain-CBFb-SMMHC interaction inhibition | inhibition, % at 20 µM | Q01196+Q13951 | Cerulean-Runt/Venus-CBFb-SMMHC FRET ratio 530/480, 1 h | 220,000 compounds, 0.74% hits;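 active means mean inhibition across duplicate retests at 20 µM reaching about 50%, limit read from the data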;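 further: 0% = DMSO wells and 100% = wells with excess untagged CBFb-SMMHC; inhibitors lower the FRET ratio by blocking Runt binding to CBFb-SMMHC; some results filed as inactive read as strong as hits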
Target sequence (Q01196 whole entry, looked up, the tested form may be a part): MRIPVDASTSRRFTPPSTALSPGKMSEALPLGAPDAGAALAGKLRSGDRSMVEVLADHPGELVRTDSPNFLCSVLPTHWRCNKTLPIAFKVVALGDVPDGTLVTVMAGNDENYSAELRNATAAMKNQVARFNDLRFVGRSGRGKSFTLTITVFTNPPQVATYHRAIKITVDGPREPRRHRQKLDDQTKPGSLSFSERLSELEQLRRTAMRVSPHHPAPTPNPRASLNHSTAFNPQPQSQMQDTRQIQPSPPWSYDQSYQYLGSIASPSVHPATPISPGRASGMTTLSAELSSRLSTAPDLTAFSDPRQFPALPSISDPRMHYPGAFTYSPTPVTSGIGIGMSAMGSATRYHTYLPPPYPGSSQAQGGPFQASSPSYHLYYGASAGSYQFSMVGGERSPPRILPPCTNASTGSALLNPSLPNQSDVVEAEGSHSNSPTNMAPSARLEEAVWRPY
Target sequence (Q13951 whole entry, looked up, the tested form may be a part): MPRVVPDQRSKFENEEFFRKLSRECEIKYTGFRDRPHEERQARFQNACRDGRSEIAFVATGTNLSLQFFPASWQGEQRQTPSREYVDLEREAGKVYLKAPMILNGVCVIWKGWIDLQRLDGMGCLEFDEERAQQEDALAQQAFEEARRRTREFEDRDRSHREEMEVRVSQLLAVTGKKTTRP
14-3-3 Bad PPI – disrupts binding of bovine 14-3-3 zeta to phospho-Bad peptide. inhibition, % at 21.7 µM. 220,000 compounds, 0.71% hits. TR-FRET 14-3-3zeta/Dy647-pBad peptide displacement, 1 h. P63103;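 active means inhibition above about 70%, limit read from the data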;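 further: 0% = full 14-3-3 plus peptide FRET controls and 100% = background without 14-3-3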
Runt-CBFb FRET – Runt domain-CBFb interaction inhibition | Cerulean-Runt/Venus-CBFb FRET ratio 530/480, 1 h | AID 1496 | inhibition, % at 20 µM | Q01196+Q13951 | 220,000 compounds, 0.46% hits;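 active means inhibition over about 50% at 20 µM in the single-dose screen, limit read from the data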;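 further: 0% = DMSO wells and 100% = excess unlabeled CBFb competitor control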
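Schedule: protein complex preformed 1 h, compound exposure 1 h, room temperature, dark; test system: Cerulean-labeled Runt domain protein; amount: 100 nM per protein; buffer or medium: Tris 50 mM pH 7.5, KCl, K2SO4, 0.01% BSA; read-out: loss of energy transfer signal; detection: FRET fluorescence; controls: 5 µM unlabeled CBFb as full-inhibition high control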
EBV gp42 inh – blocks Epstein-Barr virus glycoprotein 42 binding | Q1HVG2 | inhibition, % (tested at 21.74 µM) | Fluorescence polarization binding assay, mP read-out | 220,000 compounds, 0.42% hits; in the data active means inhibition above about 50%
Target sequence (Q1HVG2 whole entry, looked up): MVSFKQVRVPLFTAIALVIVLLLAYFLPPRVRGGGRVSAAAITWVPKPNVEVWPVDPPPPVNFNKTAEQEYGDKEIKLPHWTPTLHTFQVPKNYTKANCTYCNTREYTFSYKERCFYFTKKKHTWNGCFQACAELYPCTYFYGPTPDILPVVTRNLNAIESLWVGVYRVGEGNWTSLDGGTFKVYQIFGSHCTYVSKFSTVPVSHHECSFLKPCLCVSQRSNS
Mdm2 ligase inh – blocks human Mdm2 ubiquitin ligase activity; cell-based MDM2 ubiquitination luciferase reporter, 2 h; 0 = plate control, 100 = twice control, blank-subtracted; AID 1230; Q00987; signal enhancement, % at 5 µM; 210,000 compounds, 0.11% hits;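 active means signal enhancement of 30% or more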;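 further: luminescence tracks abundance of the self-degrading MDM2-luciferase fusion protein; higher signal means inhibition of MDM2 E3 ligase activity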
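Assay system: stable mammalian line carrying autodegrading MDM2–luciferase fusion reporter; Input: 2000 cells in each well; Compound dosing: single-point 5 µM; Schedule: 2 h compound exposure at 37 °C; Signal: SteadyLite luciferase luminescence after 15 min room-temperature reagent incubation; Evaluation: % luminescence enhancement versus blank-corrected plate control mean; Benchmarks: plate controls and plate blanks.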
Starred values were filed as active, the others as inactive; / = no result given; [ ] = dose if it differs, or a comment.

SMILES | Hck-Nef inh | L929 necroptosis | TbHK1 inh | NCF1 inh | Runt-SMMHC FRET | 14-3-3 Bad PPI | Runt-CBFb FRET | EBV gp42 inh | Mdm2 ligase inh
CCOC(=O)c1sc(NC(=O)C(C)Sc2nnc(N)s2)nc1C (stereo not given) | 10 | 78* | -5 | -4 | 4 | -4 | 0 | -5 | -7
COC(=O)c1cc(=O)n(Cc2ccc(F)cc2)c(=Nc2ccccc2)s1 | 23 | -0.4 | -10 | 6 | -3 | 1 | 6 | 16 | /
COc1ccc(C(=O)/C=C/c2ccc(N3CCCCC3)c([N+](=O)[O-])c2)c(OC)c1 | 2 | -0.1 | -7 | -2 | -5 | -6[fluorescence artefact?] | -1 | 8 | -8
Cc1cc(N2CCCC2=O)c(N)cc1N | 0 | 0.3 | 5 | -11 | -3 | -2[fluorescence artefact?] | 0 | -21 | -7
CC1CCC(=NNC(=O)Cc2cccn2C)CC1 (stereo not given) | 17 | 50 | 6 | -3 | 1 | -7 | 1 | -20 | -4
Cc1cc(C)c(NC(=O)COC(=O)/C=C/c2cccs2)c(C)c1 | 0 | -0.2 | -6 | 2 | 3 | -8 | 0 | 3 | 5
Cc1ccc(/C(N)=N/OC(=O)Cc2cccc3ccccc23)cc1 | -66 | 0.5 | -2 | -5 | 0 | -8 | -2 | -13 | -9
O=C(NCCN1CCN(c2ccccc2)CC1)C1CCN(S(=O)(=O)c2cccc3nonc23)CC1 | 0 | -0.4 | 4 | 4 | -6 | 8 | 1 | 6 | -8
COc1ccc(CCNc2ccc(N3C(=O)CC(C)C3=O)cc2[N+](=O)[O-])cc1OC (stereo not given) | 19 | 4.5 | -4 | 6 | -5 | -19 | -6 | 3 | -8
Cc1ccc(S(=O)(=O)N(Cc2ccccc2)Cc2ccco2)cc1 | 1 | -0.3 | 7 | -10 | 9 | -3 | 1 | -15 | -2
CCOc1ccc2ccccc2c1C(=O)N1CCN(c2ccccc2)CC1 | 0 | 2.0 | 3 | -5 | -4 | -6 | -1 | -6 | -12
CCCC(C)NC(=O)CSc1nnc(-c2c[nH]c3ccccc23)o1 (stereo not given) | 14 | 0.4 | 11 | -3 | 2 | 14 | -2 | -4 | -16
CCCN(CC(=O)Nc1ccc(Cl)cc1Cl)C(=O)/C=C/c1cccc([N+](=O)[O-])c1 | 3 | -0.9 | -4 | -33 | -6 | 4 | 2 | -43 | -10
O=C(Nc1ccc(Cl)cc1C(F)(F)F)C(Sc1nnc(-c2cccs2)o1)c1ccccc1 (stereo not given) | 5 | 3.1 | 0 | -58 | -2 | 8 | 4 | -20 | 2
Cc1cc(NCCCN2CCOCC2)n2c(nc3ccccc32)c1C#N | 75* | 0.3 | 5 | -18 | 37 | 1 | 19 | -10 | -3
CCNC(=O)C1CC(=O)N(Cc2ccc3c(c2)OCO3)C(=Nc2ccc(OCC)cc2)S1 (stereo not given) | -1 | 0.3 | -12 | 1 | -5 | -6 | -4 | -4 | /
Cc1c(OCc2ccccc2)cccc1OCc1ccccc1 | 1 | 1.7 | 6 | -8 | -2 | 12[fluorescence artefact?] | -1 | -8 | /
O=C(CN1CCN(C(=O)c2cccs2)CC1)Nc1ccc(Br)cc1 | 0 | -0.3 | 1 | 4 | -53 | -5 | 0 | -1 | -12
COCCCNC(=O)C1CCN(c2nc(C)cc(C)n2)CC1 | 1 | 0.9 | 1 | -6 | 2 | -2 | -2 | -6 | -3
NC(=O)c1cc([N+](=O)[O-])ccc1NCc1cccnc1 | 25 | 3.2 | -28 | -3 | -3 | -8 | -2 | 4 | -8

Single records, from the list above:
O=C(NCCN1CCN(c2ccccc2)CC1)C1CCN(S(=O)(=O)c2cccc3nonc23)CC1 is listed with Hck-Nef inh = 0; L929 necroptosis = -0.4; TbHK1 inh = 4; NCF1 inh = 4; Runt-SMMHC FRET = -6; 14-3-3 Bad PPI = 8; Runt-CBFb FRET = 1; EBV gp42 inh = 6; Mdm2 ligase inh = -8
CCCC(C)NC(=O)CSc1nnc(-c2c[nH]c3ccccc23)o1 (stereo not given) is listed with Hck-Nef inh = 14; L929 necroptosis = 0.4; TbHK1 inh = 11; NCF1 inh = -3; Runt-SMMHC FRET = 2; 14-3-3 Bad PPI = 14; Runt-CBFb FRET = -2; EBV gp42 inh = -4; Mdm2 ligase inh = -16

Next part:
SMILES | Hck-Nef inh | L929 necroptosis | TbHK1 inh | NCF1 inh | Runt-SMMHC FRET | 14-3-3 Bad PPI | Runt-CBFb FRET | EBV gp42 inh | Mdm2 ligase inh
CC(c1ccco1)N(C(=O)C12CC3CC(CC(C3)C1)C2)c1ccccn1 (stereo not given) | 0 | -0.3 | 3 | -7 | 0 | 9 | 1 | -4 | -3
Cc1cc(C)c(C(=O)CSc2nnc(-c3ccccc3Br)o2)cc1C | 0 | -0.1 | 5 | -1 | -5 | 10 | -1 | -13 | -11
COc1ccc(CCNC(=O)COc2ccc(S(=O)(=O)NC(C)C)cc2)cc1OC | 0 | -0.6 | 5 | -13 | 0 | -1 | -1 | -2 | /
CC1=NCCN1S(=O)(=O)c1ccccc1[N+](=O)[O-] | 22 | 0.8 | -3 | 1 | -3 | -6 | 1 | -20 | -1
Cc1cccc2c1-c1sc(C(=O)Nc3nccs3)cc1CO2 | 11 | 63 | -8 | -27 | 25 | -1 | -20 | -8 | -21
CC1(C)CC(=O)C(N=Nc2cccc(F)c2C#N)=C(O)C1 | 8 | -0.1 | -17 | -11 | -8 | -2 | 2 | -22 | 1
COC(=O)c1c(NC(=O)COC(=O)[C@@H](NS(=O)(=O)c2ccccc2)C(C)C)sc2c1CCC2 | 2 | 0.5 | -14 | -26 | 3 | 7 | 1 | -21 | -1
CN(C)CCN1C(=O)C(=O)/C(=C(/O)c2ccc(F)cc2)C1c1ccccc1F (stereo not given) | 4 | 1.4 | -56 | -5 | -3 | 9 | -1 | -14 | -2
CC(=O)c1cccc(NC(=S)NCc2ccco2)c1 | 26 | 1.6 | -1 | -1 | / | -7 | / | -2 | 5
Cc1cc(NC(=O)c2cccc([N+](=O)[O-])c2)no1 | 19 | 0.6 | -2 | -2 | -1 | -3 | 0 | -2 | 4
CCOc1ncccc1C(=O)NCc1cccc(OC)c1 | 3 | 0.7 | 36 | -8 | -3 | -20 | 0 | 1 | -3
CCOC(=O)c1c(-c2cccc(N)c2)cn2ccccc12 | 28 | 1.5 | -19 | 5 | -1 | -10 | 1 | -3 | -7
Cc1ccc(NC(=O)c2snc3ccc(Cl)cc23)cc1C | 4 | 1.2 | 3 | -2 | -6 | -2 | -7 | -12 | /
CCOC(=O)c1nnc(-c2ccccc2)nc1Sc1ccccc1Cl | -2 | -0.7 | -8 | -11 | -2 | -1 | -2 | -11 | -8
COc1cc(CC(=O)O)c([N+](=O)[O-])cc1OC | 15 | 0.4 | -24 | -10 | -2 | -9 | 0 | -14 | -2
CC(=O)N(Cc1ccccc1)c1ccc(C(=O)O)cc1 | 2 | 0.5 | 2 | -9 | 1 | -10[fluorescence artefact?] | -1 | -25 | -9
COC(=O)c1ccc(C2/C(=C(\O)c3ccc(OC)c(C)c3)C(=O)C(=O)N2c2cc(C)on2)cc1 (stereo not given) | -2 | 2.8 | -10 | -8 | 1 | 9 | 1 | 2 | 0
Cc1ccc(NC(=O)C(=O)N2CCCC2)cc1Cl | 2 | 1.4 | 0 | -5 | 6 | 2[fluorescence artefact?] | -2 | -16 | -13
COCc1cc(Sc2ccc(OC)cc2)nc(-c2ccccc2)n1 | 28 | 2.2 | -2 | 1 | -3 | 3 | 0 | -11 | 1
Cc1ccc(N(CC(=O)O)C2SC(=O)NC2=O)cc1 (stereo not given) | 1 | -0.2 | 5 | 4 | 1 | -3 | 2 | -14 | -21
N#CCCn1cc(C=C(C#N)C#N)c(-c2ccc(-c3ccccc3)cc2)n1 | 3 | 0.5 | 29 | -225 | -9 | -29 | -7 | -50 | -4
COC(=O)CCC(=O)NS(=O)(=O)c1ccc(N=NN2CCOCC2)cc1 | 5 | 3.4 | -18 | -1 | -3 | -12 | 0 | -9 | -7
CN(C)CCOC(=O)NCC12CC3CC(CC(C3)C1)C2 | -3 | 2.4 | -1 | -10 | -5 | 5 | 2 | -7 | 10
COc1ccc(C(=O)NNC(=O)c2ccccc2[N+](=O)[O-])cc1Br | -1 | 0.0 | -1 | -6 | -1 | -6 | 0 | 15 | -10
O=C(Nc1nc(-c2ccccn2)cs1)C1CCCC1 | 6 | 0.4 | -2 | 0 | 0 | -23 | 6 | -10 | -28
Clc1cccc(N/N=C/c2ccc(N3CCOCC3)cc2)c1 | -2 | 0.0 | -29 | -12 | -3 | -10 | / | -20 | -3
COC(=O)c1ccccc1NC(=S)NC(NC(=O)c1ccco1)C(Cl)(Cl)Cl (stereo not given) | 2 | 0.0 | -6 | -23 | -1 | 14 | 0 | 2 | -26
O=C(NNC(=O)c1ccccc1[N+](=O)[O-])c1cnccn1 | 0 | 0.5 | -18 | 1 | -6 | -3 | 1 | -23 | -21
CC1CCN(S(=O)(=O)c2ccc(C(=O)Nc3nnc(-c4ccncc4)o3)cc2)CC1 | -6 | 1.1 | -6 | -14 | 1 | -11 | -1 | -15 | -1
O=C1Cc2ccccc2N1c1ccccc1 | -3 | 1.3 | -5 | 0 | -1 | 0 | -3 | -12 | -2
Cc1ccc(NC(=O)c2ccc3nc[nH]c3c2)cc1C | 7 | 1.0 | 7 | -13 | -4 | -7[fluorescence artefact?] | -2 | -33 | -7
CCOC(=O)c1oc2ccccc2c1NC(=O)CN1CCN(C)CC1 | 3 | -0.2 | -1 | -21 | 6 | -5 | 9 | -24 | -5
Cc1ccc(C(=O)NC(NCC2CCCO2)C(Cl)(Cl)Cl)cc1 (stereo not given) | 1 | 0.5 | -2 | -10 | 2 | 1[fluorescence artefact?] | -2 | -27 | 18
Cc1nc2ccccc2c2oc(C(=O)NC3CC3)cc12 | 1 | 16 | -6 | 2 | -4 | 6 | -1 | 1 | -9
O=C(O)c1c(Cl)c(Cl)c(Cl)c(Cl)c1C(=O)N1CCCCCC1 | 25 | 1.3 | -1 | 5 | -2 | -8 | 2 | -13 | 6
Cc1nc2c(C)c(C)c(C)c(C)c2nc1C | 11 | 0.6 | -18 | -3 | -2 | 1 | 2 | -5 | -11
OCCC1CN(Cc2ccc3cc(Cl)ccc3n2)CCN1Cc1ccsc1 (stereo not given) | -4 | -0.4 | -5 | 4 | 3 | 1 | -2 | -4 | -16
NC(=O)NC(=O)COC(=O)c1sc2ccccc2c1Cl | 0 | 0.9 | -5 | -16 | 2 | -2 | 1 | -6 | 3
Cc1nc2n[nH]c(N)c2c2c1COC(C)(C)C2 | -5 | -1.3 | -1 | 6 | 4 | 11[fluorescence artefact?] | 0 | -8 | 7
Cn1c(CO)cnc1SCc1ccc([N+](=O)[O-])cc1 | 0 | -0.2 | -2 | -4 | -1 | -10 | 1 | -20 | -15

High-throughput results deposited in PubChem by several laboratories.
